All columns: NCI-60 one-dose screen, growth in % after 48 h at 10 µM unless noted; 100 = growth as untreated, 0 = no growth, -100 = all killed.
OVCAR-8: OVCAR-8 ovarian cancer; hit rate 4.4% among 81,000
SNB-19: SNB-19 CNS cancer cells; hit rate 2.5% among 81,000
U251: U251 CNS tumor cells; hit rate 5.4% among 80,000; AID 1794753
PC-3: PC-3 prostate cancer cells; hit rate 3.9% among 80,000; AID 1794754
SF-539: SF-539 CNS cancer | hit rate 6.8% among 81,000 | AID 1794752
DU-145: DU-145 prostate cancer. hit rate 4.2% among 81,000
SF-295: SF-295 CNS cancer cells. hit rate 5.6% among 79,000. AID 1794758
SF-268: SF-268 CNS cancer cells | hit rate 3.1% among 82,000 | AID 1794759
* = called active by the depositor; nt = no result given; & = joins results of further samples; [ ] = dose if it differs, or a comment. Rule for the calls: active = growth percent below 10; inactive = the rest.

SMILES	OVCAR-8	SNB-19	U251	PC-3	SF-539	DU-145	SF-295	SF-268
COc1cc(/C=N/NC(=O)c2cn(C3CC3)c3c(OC)c(N4CC5CCCNC5C4)c(F)cc3c2=O)ccc1O (stereo unspecified)	74	26	-67*	45	-9.1*	46	100	82
O=C(/C=C/c1ccc2c(c1)OCO2)c1c(O)c2ccccc2oc1=O	94	115	101	96	105	109	100	94
CN(C)c1cccc2c(S(=O)(=O)Nc3cccc(-c4csc(NCCOCCOCCNc5cccc6c5C(=O)N(C5CCC(=O)NC5=O)C6=O)n4)c3)cccc12 (stereo unspecified)	99	86	94	83	85	99	81	95
O=C(CBr)CN1C(=O)c2ccccc2C1=O	103	115	101	102	96	104	101	99
CCCC(=O)Oc1cc(C)c2sc(=O)[nH]c2n1	106&100	92&97	101	98&94	102&96	108&105	104&94	83&94
O=C(O)CCc1ccc(NC(=O)CN(CCO)CCO)cc1	104	112	106	110	108	106	114	111
O=S(=O)(c1ccc(C(F)(F)F)cc1)N1CCN(c2nccc(-c3c(-c4cccc(F)c4)nc4sccn34)n2)CC1	86	93	102	77	101	81	89	65
N#Cc1c(Nc2ccc(Cl)cc2)nn2c(-c3ccc(Cl)cc3)c(-c3nc4ccccc4s3)c(N)nc12	99	96	105	102	101	102	104	96
COc1ccc2[nH]cc(-c3noc(C(=O)c4cn(C)c5ccc(F)cc45)n3)c2c1	94	96	101	nt	96	103	99	95
CCCCCCCCn1ccc2cc(NC(=O)CN3CCN(c4nc(C)cc(Cl)n4)CC3)ccc21	106	102	93	76	107	101	102	96
O=C(O)c1cn(C2CC2)c2cc(N3CCN(C(=O)N(c4ccccc4)c4nc(-c5ccccc5)cs4)CC3)c(F)cc2c1=O	13	16	13	8.6*	-7.4*	15	-0.8*	19
Cn1ccc2c1-c1[nH]c(=O)c(S(=O)(=O)c3ccccc3)cc1CCC2	96	101	100	95	99	113	96	100
Cn1nc(C(F)(F)F)cc1-c1c[nH]c(OCc2ccc(Cl)cc2)c(-c2ccc(Cl)c(C(F)(F)F)c2)c1=O	12	21	8.3*	5.0*	-11*	16	nt	8.5*
O=C1C2=C(SC3c4cccn4CCN3C2=S)c2ccccc21 (stereo unspecified)	98	97	104	98	97	126	102	103
CCN1CCN(CCNc2nccc(-c3c(-c4cccc(O)c4)nc4sccn34)n2)S1(=O)=O	68&90	117&104	93&90	78&64	87&90	55&67	99&93	86
O=C(Nc1ccc(F)c(Cl)c1)Nc1ccc2oc(=O)ccc2c1	89	90	87	73	93	106	71	103
NNC(=O)c1ccc(NS(=O)(=O)Cc2ccccc2)cc1	97	99	97	95	101	107	93	94
O=C(Nc1c(Cl)cccc1Cl)OCCOc1ccc(Cl)cc1Cl	90	81	81	71	88	92	87	77
COc1ccc(OC)c(/C=C/c2nc(=S)n(-c3ccc(Cl)cc3)[nH]2)c1	89	51	53	59	39	88	31	74
O=C1c2cccc3cc([N+](=O)[O-])cc(c23)C(=O)N1CCN1CCCC1	9.6*	-0.1*	-12*	14	-21*	-31*	11	0.4*
CC(=O)OC1CCC2(C)C(=CC3C4CCC(=O)C4(C)CCC32)C1 (stereo unspecified)	97	99	98	101	99	101	95	96
OCCc1ccc2ccccc2n1	91	108	104	96	106	115	112	109
COc1cc(-c2cc(-c3cccs3)c(C#N)c(N3CCOCC3)n2)cc(OC)c1OC	74	95	53	67	59	99	62	113
Cc1ccc(C(Cl)(c2ccc(C)cc2)c2ccc(C)cc2)cc1	100	104	104	90	111	114	105	106
O=C(COc1ccc(-c2nc3cc(Cl)c(Cl)cc3[nH]2)cc1)N=Nc1c(O)[nH]c2ccc([N+](=O)[O-])cc12	50	69	52	56	84	95	93	94
NNC(=O)c1cc(-c2ccc(Br)cc2)n(-c2ccc(S(N)(=O)=O)cc2)n1	95	88	97	92	98	105	102	96
CC(C)(C)[Si](C)(C)OC1[C@@H](CNC(=O)NC(=O)NC(N)=O)O[C@@H](n2cnc3c(NC(=O)Nc4ccccc4)ncnc32)[C@H]1O[Si](C)(C)C(C)(C)C (stereo partly specified)	23	98	69	42	95	59	73	66
S=C(N/N=C/c1ccc(I)cc1)NC12CC3CC(CC(C3)C1)C2	94	102	96	94	99	108	100	107
CC1=NN(C(=O)CSc2nnc3sc4ccccc4n23)C(=O)C1	100	nt	100	95	105	99	106	98
O=S(=O)(O)c1ccccc1/C=N\NC(=S)N/N=C/c1ccccc1S(=O)(=O)O	109	104	107	95	99	121	105	115
N#CCC(C#N)N1CCCCC1 (stereo unspecified)	101	102	98	103	106	109	104	100
N#C/C(=C\c1cccc(Cl)c1)c1nc(N)nc(Nc2ccc(S(N)(=O)=O)cc2)n1	103	96	92	108	97	109	104	96
N#Cc1c(-c2ccccc2)c(C#N)c2c(C#N)c(N)nn2c1N	61	38	20	50	37	79	33	56
Nc1nc(N)c2[nH]c(=S)[nH]c2n1	102	97	97	96	105	111	112	100
N#Cc1c2ccccc2c2n1-c1ccccc1OC(c1ccccc1)C2=O (stereo unspecified)	12	24	18	32	77	57	16	30
C=C(C)[C@@H]1CC[C@]2(C)[C@H](CC=C3[C@@H]4[C@@H](C)[C@H](C)CC[C@]4(C(N)=O)CC[C@]32C)[C@@]1(C)CCC#N	3.5*[100 µM]	16[100 µM]	-59*[100 µM]	12[100 µM]	-63*[100 µM]	-0.4*[100 µM]	5.5*[100 µM]	15[100 µM]
O=C(CSc1oc(-c2ccccc2)nc1S(=O)(=O)c1ccc(F)cc1)c1ccc(Cl)cc1	97	94	89	68	102	105	87	100
Cc1cc2c3ccccc3[nH]c(=O)n2n1	89	102	96	104	109	101	102	103
CC(C)Cn1cnc2c(=S)nc(N)[nH]c21	111	nt	105	102	100	101	110	95
CC(C)(C)c1ccc(/C=C/C(=O)Nc2ccc(O)cc2)cc1	46	83	73	59	41	70	80	60
CCCCCCCCCC(C)NC(=O)CCl (stereo unspecified)	88	87	82	95	100	102	100	95
CC(=O)c1ccc(OCC(=O)O)cc1	108	100	113	101	125	109	113	101
COC(=O)[C@]12CC[C@@H](C(/C=C/c3cccnc3)=N/O)[C@@H]1[C@H]1CC[C@@H]3[C@@]4(C)CC(=C/c5cccnc5)/C(=N/O)C(C)(C)[C@@H]4CC[C@@]3(C)[C@]1(C)CC2	39	72	53	21	72	56	31	57
NNc1nncn2c1cc1ccccc12	90	101	99	111	91	114	108	98
C/C=C/C(=O)N1c2ccccc2CC1c1c(C)[nH]c2ccccc12 (stereo unspecified)	94	106	90	66	96	104	95	90
Nc1nc(Nc2ccccc2)n(Cc2cccc(Br)c2)n1	109	103	108	110	97	115	101	107
COCCc1ccc(OCC(O)CNC(C)C)cc1 (stereo unspecified)	101	105	98	97	106	109	101	104
O=C1C=Cc2ccccc2C1=C1SCCS1	107	117	102	86	99	104	95	106

Ordered by molar mass (descending): 18 of the compounds above.
SMILES	OVCAR-8	SNB-19	U251	PC-3	SF-539	DU-145	SF-295	SF-268
COC(=O)[C@]12CC[C@@H](C(/C=C/c3cccnc3)=N/O)[C@@H]1[C@H]1CC[C@@H]3[C@@]4(C)CC(=C/c5cccnc5)/C(=N/O)C(C)(C)[C@@H]4CC[C@@]3(C)[C@]1(C)CC2	39	72	53	21	72	56	31	57
C=C(C)[C@@H]1CC[C@]2(C)[C@H](CC=C3[C@@H]4[C@@H](C)[C@H](C)CC[C@]4(C(N)=O)CC[C@]32C)[C@@]1(C)CCC#N	3.5*[100 µM]	16[100 µM]	-59*[100 µM]	12[100 µM]	-63*[100 µM]	-0.4*[100 µM]	5.5*[100 µM]	15[100 µM]
O=S(=O)(O)c1ccccc1/C=N\NC(=S)N/N=C/c1ccccc1S(=O)(=O)O	109	104	107	95	99	121	105	115
S=C(N/N=C/c1ccc(I)cc1)NC12CC3CC(CC(C3)C1)C2	94	102	96	94	99	108	100	107
N#C/C(=C\c1cccc(Cl)c1)c1nc(N)nc(Nc2ccc(S(N)(=O)=O)cc2)n1	103	96	92	108	97	109	104	96
N#Cc1c2ccccc2c2n1-c1ccccc1OC(c1ccccc1)C2=O (stereo unspecified)	12	24	18	32	77	57	16	30
CC1=NN(C(=O)CSc2nnc3sc4ccccc4n23)C(=O)C1	100	nt	100	95	105	99	106	98
Nc1nc(Nc2ccccc2)n(Cc2cccc(Br)c2)n1	109	103	108	110	97	115	101	107
C/C=C/C(=O)N1c2ccccc2CC1c1c(C)[nH]c2ccccc12 (stereo unspecified)	94	106	90	66	96	104	95	90
N#Cc1c(-c2ccccc2)c(C#N)c2c(C#N)c(N)nn2c1N	61	38	20	50	37	79	33	56
CC(C)(C)c1ccc(/C=C/C(=O)Nc2ccc(O)cc2)cc1	46	83	73	59	41	70	80	60
COCCc1ccc(OCC(O)CNC(C)C)cc1 (stereo unspecified)	101	105	98	97	106	109	101	104
CCCCCCCCCC(C)NC(=O)CCl (stereo unspecified)	88	87	82	95	100	102	100	95
O=C1C=Cc2ccccc2C1=C1SCCS1	107	117	102	86	99	104	95	106
CC(C)Cn1cnc2c(=S)nc(N)[nH]c21	111	nt	105	102	100	101	110	95
NNc1nncn2c1cc1ccccc12	90	101	99	111	91	114	108	98
CC(=O)c1ccc(OCC(=O)O)cc1	108	100	113	101	125	109	113	101
Nc1nc(N)c2[nH]c(=S)[nH]c2n1	102	97	97	96	105	111	112	100

(next part)
SMILES	OVCAR-8	SNB-19	U251	PC-3	SF-539	DU-145	SF-295	SF-268
C=Cc1ccc(-n2nc(C(=O)N3CCCCC3)c3c2CCC(NCCc2ccccc2)C3)cc1 (stereo unspecified)	105	89	93	83	96	109	96	101
O=C1NC(=O)[C@H](Cc2ccc(O)cc2)N1	102	101	98	101	104	107	113	95
Nc1nc(-c2ccccc2)nc2[nH]nc(NCc3ccccn3)c12	100	95	103	104	95	104	97	100
Fc1ccccc1-c1cn2ccnc2c(-c2ccc3ncn(C4CCCCC4)c3c2)n1	86	92	89	67	95	99	90	94
CC(C)(C)c1cc(=O)[nH]c(SCC(=O)NCCc2ccc(S(N)(=O)=O)cc2)n1	100	97	109	114	109	105	105	100
COc1ccc(-c2[nH]ncc2-c2cc(OC)c(OC)c(OC)c2)cc1	9.2*	45	6.3*	12	-28*	-24*	-1.1*	16
Cc1cc2cc(C3C(C(N)=O)=C(N)Oc4n[nH]c(C)c43)c(Cl)nc2cc1C (stereo unspecified)	99	105	97	97	102	103	106	102
COC(=O)c1ccc(NC(=O)CCl)cc1	85	93	26	78	97	103	69	90
O=C(NO)c1cc(=O)[nH]o1	98	104	101	98	97	105	98	108
COC(=O)c1cc(NC(=O)Nc2cc(C(=O)OC)n(C)c2)cn1C	104	108	103	102	104	103	100	118
CN1CCN(CCOc2nc(Oc3ccccc3C(=O)O)cc(-c3ccco3)n2)CC1	94	106	100	90	107	109	91	115
Cn1cc(C2=C(c3coc4cc(Br)ccc34)C(=O)NC2=O)c2ccccc21	87	91	84	69	69	108	87	84
O=C1c2ccccc2-c2c1c1c(NCCCO)nc3ccccc3c1n2Cc1ccccc1	26	17	7.9*	34	-49*	13	23	-5.1*
CCCCCCOc1ccc(N=[N+]([O-])c2ccc(OCCCCCC)cc2)cc1	100	108	100	102	105	109	95	102
C#CCn1cc(-c2nc3ccccc3[nH]2)c2cccnc21	101	104	107	87	105	104	106	94
Cc1c(Cl)cccc1-n1cc(CN2C(=O)C3CCCN3C(=O)c3ccccc32)nn1 (stereo unspecified)	105	101	103	nt	103	112	104	99
CCOC(=O)Nc1cc(C)c(NC(=O)CN(CC)CC)c(C)c1	107	98	97	96	101	101	101	97
CC(=O)OCN(C)N=Nc1ccc(C(C)=O)cc1	101	nt	102	91	100	110	97	nt
COC(=O)c1cc(-c2cc3ccccc3o2)c(C#N)c(=O)[nH]1	98	94	95	96	92	95	99	104
O=C(O)COCCOCC(=O)O	105	102	102	98	107	103	106	103
CCOC(=O)/C(C#N)=C/c1ccc(F)cc1	102	104	103	105	102	93	100	100
CCCN(CCC)c1ccc(/C=C/c2ccnc3ccccc23)cc1	85	94	89	66	97	91	90	101
Cc1c(N2C(=O)CS/C2=N\N=C2/SCC(=O)N2N)c(=O)n(-c2ccccc2)n1C	104	96	94	106	90	105	93	103
O=C1C(=O)N(CCO)c2ccccc21	101	96	102	96	97	107	102	99
CN1CCN(Cc2ccc(NC(=O)c3cnc(F)c(C#Cc4cnc(N)c5ncccc45)c3)cc2C(F)(F)F)CC1	30	53	21	30	9.6*	31	48	29
Cc1noc(C)c1CSc1nc2ccccc2n1-c1ccccc1	102	97	102	100	95	86	98	86
O=C1c2ccccc2C(=O)c2cc(SC(=S)N3CCCC3)ccc21	100	95	100	57	96	112	96	104

From PubChem BioAssay

Rows are unselected. Share with any hit: about 9.2%.
